D3 antag: antagonists of human D3 dopamine receptor; actives 2.5% (n = 360,000); P35462; AID 652054; D3R cells, DiscoveRx beta-arrestin luminescence, antagonist mode; hits give low values; max response, negative = inhibition, %; in the data active = max response below about -50%; inconclusive = no clear call, values can overlap the other calls; note: % is set by controls: 0 for no effect and ±100 for the full control effect; mostly tested at two doses, the higher about 12 µM
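Cells plated overnight at 1500 cells/well, then exposed to library compounds with dopamine controls for 90 minutes at 37 degrees C. DiscoveRx reagent added for 30–60 minutes at room temperature; luminescence read, quantitative HTS format.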
PTHR1 agonist: activates the human parathyroid hormone receptor PTHR1 | Q03431 | HEK293 GP2 PTHR1 cells, GloSensor cAMP luminescence, 1 h | Potency, µM (top dose mostly 115 µM), inactives show at the highest dose activation, most hits filed as activators | actives 0.075% (n = 410,000) | AID 743266; note: potency is the fitted concentration of half-maximal effect; nearly all actives have a fitted effect of over 55% in size; some results filed as inactive show a strong effect at the top dose; inactives centre near -15; many of its hits are not listed in these tables
Target sequence (Q03431 whole entry, looked up): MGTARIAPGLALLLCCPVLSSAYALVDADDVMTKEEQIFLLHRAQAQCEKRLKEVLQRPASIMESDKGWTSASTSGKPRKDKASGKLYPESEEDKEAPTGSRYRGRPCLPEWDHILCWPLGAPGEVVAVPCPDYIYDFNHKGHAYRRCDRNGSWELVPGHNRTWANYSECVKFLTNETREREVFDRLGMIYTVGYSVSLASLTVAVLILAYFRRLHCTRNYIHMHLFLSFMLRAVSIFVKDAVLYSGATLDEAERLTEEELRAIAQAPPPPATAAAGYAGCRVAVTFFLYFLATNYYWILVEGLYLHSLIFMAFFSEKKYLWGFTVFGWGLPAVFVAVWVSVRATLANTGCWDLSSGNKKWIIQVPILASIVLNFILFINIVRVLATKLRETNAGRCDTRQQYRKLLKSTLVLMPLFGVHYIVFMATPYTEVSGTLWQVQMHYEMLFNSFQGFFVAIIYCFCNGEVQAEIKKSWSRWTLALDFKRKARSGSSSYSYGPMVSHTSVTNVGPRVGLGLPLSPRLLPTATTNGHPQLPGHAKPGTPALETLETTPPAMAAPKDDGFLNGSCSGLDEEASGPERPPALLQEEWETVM
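HEK-293-derived GP2 cells expressing PTHR1 and a GloSensor cAMP reporter, 3,000/well, plated overnight, given luciferin plus IBMX (each 0.5 mM as added) for 1 h at 37 °C, then compound for 1 h at 37 °C. Luminescence was read after 15 min at room temperature.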
Abeta yeast res: compounds reversing amyloid beta toxicity in yeast | actives 0.063% (n = 410,000) | AID 1347071 | yeast expressing A-beta42, growth rescue, OD600, 48 h; response scale: 0% DMSO, 100% iron-clioquinol control | Potency, µM (titrated, usually from 46.1 µM), without a hit: at the top dose growth rescue, hits mostly activators; note: potency is the fitted concentration of half-maximal effect; nearly all actives have a fitted effect of over 55% in size
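Yeast A-beta toxicity model in growth medium with pinned compounds, 48 h at 30 C; growth read as absorbance at 600 nm. Normalized to FeCl3/clioquinol equimolar mix (positive) and DMSO (negative).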
aSyn rescue: inhibitors of alpha-synuclein toxicity in yeast; Yeast expressing alpha-synuclein, growth rescue, BacTiter-Glo, 24 h; Potency, µM (doses to about 46.1 µM), without a hit: top-dose growth rescue (activation), actives largely listed as activators; actives 0.14% (n = 370,000); AID 652106; note: potency is the fitted concentration of half-maximal effect; % of control where 0% means no effect; nearly all actives have a fitted effect of over 65% in size
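Readout is rescue of growth in alpha-synuclein-expressing yeast, so inhibitors of toxicity appear as activators. Growth after 24 hr at 30 deg C in galactose medium is quantified by luminescence.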
GLP1R inv ag: inverse agonists of human GLP-1 receptor | actives 1.6% (n = 410,000) | HEK293 GLP-1R CRE-luciferase, luminescence, 24 h; GLP-1R form is constitutively active | P43220 | Potency, µM (doses to about 38.3 µM), for the others: top-dose activity change, negative = inhibition, usual class: inhibitors; note: potency is the fitted concentration of half-maximal effect; % is set by controls: 0 for no effect and ±100 for the full control effect; nearly all actives have a fitted effect of over 55% in size
Target sequence (P43220 whole entry, looked up): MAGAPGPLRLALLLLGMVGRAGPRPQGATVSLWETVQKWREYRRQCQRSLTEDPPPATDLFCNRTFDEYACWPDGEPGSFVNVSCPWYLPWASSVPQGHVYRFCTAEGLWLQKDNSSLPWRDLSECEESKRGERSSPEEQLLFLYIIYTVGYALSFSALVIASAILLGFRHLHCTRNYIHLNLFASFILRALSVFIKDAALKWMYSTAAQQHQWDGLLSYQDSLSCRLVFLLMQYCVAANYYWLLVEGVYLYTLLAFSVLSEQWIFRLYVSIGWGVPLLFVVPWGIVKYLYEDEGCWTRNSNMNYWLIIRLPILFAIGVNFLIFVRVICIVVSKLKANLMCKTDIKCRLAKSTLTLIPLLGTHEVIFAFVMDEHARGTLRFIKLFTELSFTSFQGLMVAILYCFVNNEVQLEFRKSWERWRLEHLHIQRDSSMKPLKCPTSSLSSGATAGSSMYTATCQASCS
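Readout was luciferase luminescence, measured 12 min after detection reagent at room temperature. Beforehand, GLP-1R reporter HEK293 cells had sat 12 h, then received compounds for 24 hr at 37 deg C.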
GLP1R ag: GLP-1 receptor (human) agonism | P43220 | HEK293 GLP-1R CRE-luciferase, luminescence, 4-6 h; cells express a hypersensitive GLP-1R form | Potency, µM (doses to about 45.6 µM), without a hit: at the highest dose activation, usual class: activators | actives 0.007% (n = 380,000); note: potency is the fitted concentration of half-maximal effect; % of control where 0% means no effect
FUS suppressor: FUS proteinopathy suppression in yeast | S. cerevisiae FUS-expressing, growth rescue, OD600, 24 h | Potency, µM (series often up to 76.6 µM), for inactives: top-dose growth rescue (activation), most hits filed as activators | actives 0.24% (n = 390,000) | AID 1347120;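 note: potency is the fitted concentration of half-maximal effect; plate controls were DMSO vehicle for no effect and reference control for full effect; nearly all actives have a fitted effect of over 55% in size; some results filed as inactive show a strong effect at the top dose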
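Compound concentration series was pinned onto galactose-induced FUS-expressing yeast seeded at OD 0.005. Plates sat 24hr at 30C; absorbance at 600 nm gave growth. DMSO served as background control.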
pAkt inh: blocks phosphorylation of Akt | Neuro2A IGF-stimulated pAkt S473 HTRF, 20 min; hits give low values | activity change, % for hits at 50 µM | actives 0.32% (n = 360,000); in the data active = activity change below about -80%; inconclusive = mostly about -51% to -80%; note: % is set by controls: 0 for no effect and ±100 for the full control effect
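Neuro2A cells (4,500/well, DMEM with 0.5% FBS) were treated with compound at a single 50 µM final concentration, stimulated with 6 nM IGF for 20 min at 37 °C, and lysed. Phospho-Akt Ser473 was read by HTRF as 665/615 ratio ×10^4.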
TDP43 rescue: inhibitors of TDP-43 toxicity in yeast; TDP-43 expressing yeast growth rescue, BacTiter-Glo, 24 h; actives 1.8% (n = 410,000); Potency, µM (highest dose often 46.1 µM), for the others: at the highest dose growth rescue (activation), actives largely listed as activators; AID 652104; note: potency is the fitted concentration of half-maximal effect; % of control where 0% means no effect; nearly all actives have a fitted effect of over 50% in size
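Growth rescue of TDP-43-toxic yeast measured as ATP luminescence (BacTiter-Glo). Cells grown to mid-log in raffinose, induced in galactose at OD600=0.02, exposed to compound 24 hr at 30 deg C.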
Numbers without * were called inactive; i = inactive; ? = inconclusive; · = not tested or not shown; & = joins results of further samples; [ ] = another dose, or the depositor's remark. Unless noted, calls come from the whole dose curve; as a rule, active = well fitted curve in the direction sought with a large enough effect; inconclusive = small, poorly fitted or top-dose-only effect, or another doubt; inactive = no such curve, though single readings can be large; an effect the other way counts as inactive or inconclusive. A portion of the library; rates above refer to the full screens.

Value order – D3 antag	PTHR1 agonist	Abeta yeast res	aSyn rescue	GLP1R inv ag	GLP1R ag	FUS suppressor	pAkt inh	TDP43 rescue
CC12CCC(C(=O)N(CSC(=S)N/N=C\c3ccccc3Cl)C1=O)C2(C)C (stereo unspecified)
 : -8	i	-44%[inhibitor]	11%	?	-4%	25%	i	21%
Cc1cccc(NC(=O)c2ccccc2OCC(=O)c2ccccc2)c1
 : 20	-1%	5%	0%	0%	-5%	-5%	i	18%
COCC(=O)N[C@H]1C=C[C@@H](CC(=O)NCc2ccccc2OC)O[C@@H]1CO
 : 9	i	9%	-3%	14%	·	-10%	i	19%
COc1ccc(CCNc2ccc(C(CC(N)=O)NC(=O)Cc3ccc(Br)cc3)cc2[N+](=O)[O-])cc1 (stereo unspecified)
 : 0	i	-2%	-15%	-2%	10%	?	i	-10%
C[C@H](NC(=O)c1ccco1)C(=O)NCc1cccs1
 : -2	i	-16%	1%	8%	2%	-13%	i	19%
CC(C)CNC(=O)COC(=O)c1cncc(Br)c1
 : -15	i	-7%	0%	?	0%	4.5µM*	i	-19%
O=C(O)C1=CC[C@@H](c2ccc(Cl)cc2)N(S(=O)(=O)c2ccc(Cl)cc2)[C@H]1c1cccc(Cl)c1
 : -28	-20%	-9%	1%	?	-2%	-2%	i	3%
CC(O)CNCCOc1cccc(Oc2ccccc2)c1 (stereo unspecified)
 : -28	i	7%	-2%	-28%[7.66 µM]	-4%	-1%	i	6%
CC1=C(C(=O)Nc2cc(Cl)ccc2C)C(c2ccco2)n2ncnc2N1 (stereo unspecified)
 : ·	i	-12%	0%	-2%	-3%	8%	·	14%
Cc1ccc(C(=O)NC(=S)NNC(=O)c2ccc([N+](=O)[O-])cc2)cc1
 : 11	-18%	?	8%	12%	-2%	-4%	i	?
O=C(O)CCN1C(=O)C2C3CC(C2C1=O)C1C(c2ccccc2)c2sc(=O)n(-c4ccccc4)c2SC31 (stereo unspecified)
 : 3	-37%[inhibitor]	0%	13%	-15%	-2%	35%	i	-16%
COc1ccc(C(=O)Nc2cccc(NC(=O)c3cccs3)c2)cc1OC
 : -1	-13%	9%	-14%	12%	-3%	7%	i	2%
CCOc1ccc(-c2nnc(SCC(=O)N3CCN(c4ccccc4)CC3)o2)cc1
 : -7	-20%	7%	4%	-3%	6%	-32%	i	11%
O=C(c1ccc(-c2ccc([N+](=O)[O-])cc2)o1)N1CCCC(C(F)(F)F)C1 (stereo unspecified)
 : -25	-74%[inhibitor]	4%	-9%	?	?	?	i	35µM*
CCCCCN(C(=O)CCC(=O)OCC(=O)N(C)Cc1ccc(C)cc1)c1c(N)n(CCCC)c(=O)[nH]c1=O
 : 10	-18%	11%	3%	15%	1%	·	i	11%
COc1ccccc1CNC(=O)CCNS(=O)(=O)c1ccc2c(c1)oc(=O)n2C
 : 13	-24%	-1%&0%	0%	-5%&15%	0%	6%&6%	i	3%&24%
CCC(=O)Nc1ccc(C(=O)NNC(=O)COc2cc(C)ccc2C)cc1
 : -5	i	4%	3%	-1%	-6%	4%	i	8%
CS(=O)(=O)N(CC(=O)NCc1ccncc1)c1cc(Cl)ccc1Cl
 : 9	i	17%	0%	-18%	7%	7%	i	-6%
O=S(=O)(NCc1ccc2c(c1)OCO2)c1ccc(F)c(F)c1
 : 10	-19%	0%	11%	-39%	-9%	-24%	i	?
CCN(CC)C(=O)Cn1cnc2ccccc2c1=O
 : 4	-8%	8%	-2%	3%	4%	11%	i	8%
Clc1ccc(-c2nnc(NCc3ccccc3)c3ccccc23)cc1
 : 6	-30%[inhibitor]	6%	10%	?	2%	16%	i	9%
Cc1cc(C)cc(C(=O)N2CCCCC2)c1
 : -7	i	-5%	0%	-14%	6%	-8%	i	-14%
CCOC(=O)C1=C(C)NC(=O)NC1c1cccs1 (stereo unspecified)
 : 20	i	10%	8%	4%	13%	8%	i	-13%[9.22 µM]
CC1(C)Cc2c(sc3c2C(=O)N(c2ccccc2)C2=NCCN23)CS1
 : -24	i	-17%	-7%	-8%	18%	1%	i	-13%
COc1ccc(-c2noc(CN(C)C(=O)CCCN3C(=O)[C@H]4CC=CC[C@H]4C3=O)n2)cc1
 : 25	-51%	-6%	1%	-13%	9%	-2%	i	5%
Nc1nonc1-n1nnc(C(=O)N/N=C/c2ccccc2)c1CN1CCc2ccccc21
 : -9	-2%	4%	-2%	-20%	8%	32%	i	-18%
O=C(c1ccc2c(c1)OCO2)N(c1ccc(Cl)cc1)C1C=CS(=O)(=O)C1 (stereo unspecified)
 : 4	-15%[57.5 µM]	-3%	?	5%	9%	5%	i	-7%
NS(=O)(=O)c1ccc(NC(=O)c2ccc(S(=O)(=O)N3CCOCC3)o2)cc1
 : 6	i	-1%	1%	-5%	0%	-23%	i	18%
c1cn2cc(-c3ccc4c(c3)OCO4)nc2s1
 : -1	-46%[inhibitor]	-58%[inhibitor]	·	0%	-1%	5%	·	?
CCc1nnc(SCc2nc(-c3ccccc3Cl)oc2C)c2cc3sc(C)cc3n12
 : ·	-1%	-13%	·	2%	·	-13%	·	10%

Further results follow:
Value order – D3 antag	PTHR1 agonist	Abeta yeast res	aSyn rescue	GLP1R inv ag	GLP1R ag	FUS suppressor	pAkt inh	TDP43 rescue
COc1ccc(C(=O)NC(C)c2ccc(-n3ccnc3)cc2)cc1[N+](=O)[O-] (stereo unspecified)
 : 0	-11%	-4%	5%	45%[activator]	21%	-8%	i	-16%
COC(=O)Cn1nc(-c2ccccc2)c2cc(Cl)ccc21
 : 9	-6%[57.5 µM]	-89%[inhibitor]	-26%	0%	11%	?	i	-69%[inhibitor]
CCOc1cc(NS(=O)(=O)c2ccc(Cl)cc2)c(OCC)cc1NC(=O)CC(C)C
 : 9	i	-11%	10%	-19%	11%	36%	i	-18%
Cc1ccc(-c2nnc(Nc3ccc(O)cc3)c3ccccc23)cc1S(=O)(=O)N1CCOCC1
 : ·	-29%	-4%	·	2%	·	34%	·	14%
CCOc1ccc2nc(NC(=O)C3CCCO3)sc2c1 (stereo unspecified)
 : 3	-18%	16%	2%	-11%	-1%	16%	i	?
COc1ccc(N(C(=O)Cn2nnc3ccccc32)C(C(=O)NCc2ccco2)c2cccnc2)cc1 (stereo unspecified)
 : 2	23%[57.5 µM]	2%	-3%	0%	-6%	22%	i	?
COc1cc(C2NC(=O)NC(O)(C(F)(F)F)C2C(=O)c2cccs2)ccc1O (stereo unspecified)
 : 22	-4%[57.5 µM]	13%	-1%	0%	-9%	17%	i	-15%
CCOC(=O)c1c(C)[nH]c(C)c1S(=O)(=O)N1CCN(c2cccc(C)c2)C(C)C1 (stereo unspecified)
 : 2	-13%	-14%	6%	?	17%	17%	·	4%
O=C(c1ccc2c(=O)n(-c3ccccc3)c(=O)[nH]c2c1)N1CCCCC1
 : 17	-8%[57.5 µM]	14%	1%	2%	0%	-2%	i	-11%
O=C1c2ccccc2C(=O)N1CCCCSc1nnc2ccccn12
 : -4	-54%[inhibitor][57.5 µM]	-1%	1%	-6%	8%	-9%	i	7%
COc1ccc(-c2nn(CC(=O)Nc3ccc(Cl)c(Cl)c3)c(=O)c3ccccc23)cc1
 : -17	-18%	2%	5%	-22%	-27%	-6%	i	16%
COC(=O)c1ccc(C(=O)Nc2ccc3c(c2)C(=O)NC3=O)cc1
 : 12	18%	-2%	-6%	24%	-4%	-8%	i	-3%
C/C(=N\N=C(N)N)c1ccc(Cl)cc1
 : -19	i	8%	5%	?	-1%	·	i	22%
CCOC(=O)c1nnn(CC(=O)Nc2ccccc2)c1C(=O)OCC
 : 3	-4%	10%	-3%	5%	2%	11%	i	13%
O=C(/C=C/Nc1ccccc1OC(F)(F)F)C(F)(F)F
 : 14	i	-5%	5%	-8%	-16%	-30%	i	-1%
COC(=O)c1c(C)[nH]c(C(=O)OCc2ccc(F)cc2)c1C
 : 39	i	-8%	-2%	-10%	9%	11%	i	10%
Cc1ccccc1NC(=O)CN1C(=O)CSc2ccc(S(=O)(=O)N3CCCCC3)cc21
 : -14	-4%	6%	-4%	?	-4%	-1%	i	-3%
CCN1CCc2c(sc(NC(=O)CN3C(=O)c4ccccc4C3=O)c2C(N)=O)C1
 : -4	i	-5%	5%	15%	-5%	20%	i	1%
COc1ccc(C(=O)N2CCN(c3ccccc3)CC2)cc1S(=O)(=O)N1CCCC1
 : 13	-13%	12%	1%	-4%	-3%	20%	i	-1%
CCOc1ccc(C(=O)NC(=S)Nc2ncccc2C)cc1[N+](=O)[O-]
 : 1	-9%	18%	-10%	?	?	·	i	?
CC(C)C(c1nnnn1CCc1ccccc1)N1CCN(C(=O)c2ccco2)CC1 (stereo unspecified)
 : 6	-4%	5%	-5%	-11%	0%	33%	i	?
COc1cc(NC(=O)COC(C)=O)cc(OC)c1OC
 : 3	i	5%	0%	-6%	6%	-8%	i	-9%
COc1ccc2[nH]c(C(=O)Nc3ccc4c(c3)OCO4)cc2c1
 : -16	-67%[inhibitor]	-13%	-9%	4%	-1%	30%	i	-13%
COCCCNc1ccn2nc(-c3ccc(CC(C)C)cc3)cc2n1
 : 32	-60%[inhibitor]	-16%	1%	?	0%	25µM*	i	18µM*
Cc1ccc(S(=O)(=O)NC(=O)C2(C)CCN2C(=O)Cc2ccc(C(C)(C)C)cc2)nc1 (stereo unspecified)
 : 23	-33%[inhibitor]	9%	10%	-7%	-4%	-10%	i	17%
Cc1ccccc1Cn1nnc2c(=O)[nH]c(C3CCCN(C(=O)c4ccc(C(C)(C)C)cc4)C3)nc21 (stereo unspecified)
 : ·	-93%[inhibitor]	0%	·	?	·	?	·	?

Bioassay records as filed in PubChem.
